Screening data deposited in PubChem by National Center for Advancing Translational Sciences (NCATS).
TRPV1 ag: HTS Assay for Compounds that Act as Agonists of the Vanilloid Receptor 1. actives 0.19% (n = 320,000). TRPV1-expressing cells, Fluo-8 calcium influx, agonist mode. activation, % at 8.33 µM; in the data active = activation above about 80%; inconclusive = between about 30% and that limit; also: 0% is about no effect
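Fluo-8 calcium influx in TRPV1-expressing cells, kinetic read (ex 480/em 520 nm). Compound added and read 3 min for agonist activity, followed by capsaicin at EC20 final and 2 min further read for enhancement.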
FLuc counter: qHTS profiling assay for firefly luciferase inhibitor/activator using purifed enzyme and Km concentrations of substrates (counterscreen for miR-21 project); Luciferin 4-monooxygenase (Photinus pyralis), P08659; purified FLuc, Km substrates, luminescence inhibition; Potency, µM (doses to about 57.5 µM), for the others: top-dose activity change, negative = inhibition, actives largely listed as inhibitors; actives 6.9% (n = 360,000);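 also: potency is read from the fitted curve at half-maximal effect; plate controls were vehicle for no effect and reference inhibitor for full effect; nearly all actives have a fitted effect of over 55% in size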
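Purified P. pyralis luciferase, 10 nM final, with Km-level 10 uM D-luciferin and 10 uM ATP in 50 mM Tris acetate pH 7.5, 10 mM Mg acetate, 0.01% Tween-20, 0.05% BSA; 6-point qHTS titration about 60 µM downward; luminescence read.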
ELG1 genotoxic: qHTS screen for small molecules that induce genotoxicity in human embryonic kidney (HEK293T) cells expressing luciferase-tagged ELG1. AID 504466, 2011. actives 1.3% (n = 330,000). Potency, µM (doses to about 46 µM), for inactives: top-dose activity change, positive = activation, actives largely listed as activators. HEK293T ELG1-luciferase reporter, luminescence, 16 h; also: potency is read from the fitted curve at half-maximal effect; % of control where 0% means no effect; nearly all actives have a fitted effect of over 60% in size
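Genotoxic stress is detected as increased luminescence from luciferase-tagged ELG1 in HEK293T cells, measured with ONE-Glo after a 16 hr treatment at 37 °C.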
VP16 counter: VP16 counterscreen qHTS for inhibitors of ROR gamma transcriptional activity; Potency, µM (series often up to 53.6 µM), without a hit: at the top dose activity, negative = inhibition, most hits filed as inhibitors; actives 3.5% (n = 310,000); Drosophila S2 Gal4-VP16 UAS-luciferase, luminescence, 20 h;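 also: Gal4-VP16 expression switched on by copper sulfate through the metallothionein promoter; potency is read from the fitted curve at half-maximal effect; % is scaled to controls: 0 for no effect and ±100 for the full control effect; nearly all actives have a fitted effect of over 50% in size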
p53 reactivator: qHTS assay for re-activators of p53 using a Luc reporter; H1299 p53-A138V BP100-luciferase reporter, luminescence, 24 h; Potency, µM (doses to about 92.2 µM), for the others: top-dose activity change, positive = activation, hits mostly activators; actives 0.063% (n = 320,000); AID 504706, 2011; also: potency is read from the fitted curve at half-maximal effect; % of control where 0% means no effect; nearly all actives have a fitted effect of over 45% in size
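p53-null H1299 cells stably carrying temperature-sensitive p53-A138V and a BP100-luciferase reporter were pinned with compounds (4-point, 1:5 series) and held 24 hrs at 37 deg C. Luminescence was read 10 min after detection reagent.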
Rab9 promoter act: qHTS Assay for Rab9 Promoter Activators | Huh7 Rab9 promoter-luciferase reporter, luminescence, 24 h | Potency, µM (titrated, usually from 9.22 µM), for the others: at the highest dose activation, negative = inhibition, usual class: activators | actives 2.8% (n = 320,000) | AID 485297, 2010; also: potency is read from the fitted curve at half-maximal effect; % of control where 0% means no effect; nearly all actives have a fitted effect of over 60% in size
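Rab9 promoter-driven luciferase in stably transfected Huh7 cells; 1500 cells/well rested 2 h, exposed to compound in DMSO for 24 h at 37 °C, 5% CO2. Luminescence read 10 min after adding luciferase reagent at ambient temperature.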
NPC1 promoter act: qHTS Assay for NPC1 Promoter Activators; Huh7 NPC1 promoter luciferase reporter, 24 h; Potency, µM (top dose mostly 9.22 µM), for the others: at the highest dose activation, most hits filed as activators; actives 2.4% (n = 320,000); AID 485313, 2010;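 also: potency is read from the fitted curve at half-maximal effect; % of control where 0% means no effect; nearly all actives have a fitted effect of over 60% in size; reporter is driven by a mutant NPC1 promoter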
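Cells: Huh7 expressing luciferase under the NPC1 promoter, 1500/well. Seeded 2 h, compound added, incubated 24 h at 37 °C. Luciferase reagent, 10 min ambient, then luminescence.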
BRCA1 expr act: qHTS Assay to Identify Small Molecule Activators of BRCA1 Expression. AID 624202, 2012. Potency, µM (highest dose often 46.1 µM), for inactives: at the highest dose activation, usual class: activators. MCF7-BRCA1-FFLuc reporter, luminescence, 48 h; response scale: scaled: vehicle 0%, 10 µM genistein 100%. actives 1.1% (n = 380,000); also: potency is read from the fitted curve at half-maximal effect; nearly all actives have a fitted effect of over 80% in size; some results filed as inactive show a strong effect at the top dose
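First, MCF7-BRCA1-FFLuc cells (2000/well) attach for 2 h; next, compounds are pin-added and incubated 48 h at 37 °C; finally, luciferase reagent is added and luminescence read after 15 min.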
Tb PFK inh: qHTS Assay to Find Inhibitors of T. brucei phosphofructokinase; ATP-dependent 6-phosphofructokinase (Trypanosoma brucei brucei), O15648; AID 485367, 2010; Potency, µM (titrated, usually from 57.5 µM), for inactives: at the top dose activity, negative = inhibition, hits mostly inhibitors; actives 0.17% (n = 330,000); T. brucei PFK, ADP-Glo luminescence;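 also: potency is read from the fitted curve at half-maximal effect; 0% = uninhibited 1x PFK enzyme wells and -100% = no-enzyme wells; nearly all actives have a fitted effect of over 60% in size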
Target sequence (O15648 whole entry, looked up): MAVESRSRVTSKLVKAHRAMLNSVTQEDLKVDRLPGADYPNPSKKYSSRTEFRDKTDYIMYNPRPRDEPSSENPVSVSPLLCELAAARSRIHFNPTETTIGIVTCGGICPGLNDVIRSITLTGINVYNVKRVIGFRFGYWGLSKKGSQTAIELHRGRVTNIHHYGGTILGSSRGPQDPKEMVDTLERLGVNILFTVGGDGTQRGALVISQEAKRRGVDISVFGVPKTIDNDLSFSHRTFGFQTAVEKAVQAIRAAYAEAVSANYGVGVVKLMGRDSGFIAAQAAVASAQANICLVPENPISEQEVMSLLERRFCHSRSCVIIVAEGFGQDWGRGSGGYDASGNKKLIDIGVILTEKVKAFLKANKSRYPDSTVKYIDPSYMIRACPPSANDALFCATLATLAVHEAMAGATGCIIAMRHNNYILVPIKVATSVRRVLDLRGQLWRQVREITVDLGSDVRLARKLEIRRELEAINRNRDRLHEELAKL
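In TEA buffer at pH 8.0 with 5 mM MgCl2, enzyme (1.25 nM) converted F6P (0.5 mM) and ATP (0.1 mM) for 45 min at room temperature. ADP product was read by luciferase luminescence.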
RORgamma inh: qHTS for inhibitors of ROR gamma transcriptional activity; Nuclear receptor ROR-gamma (Mus musculus), P51450; Drosophila S2 Gal4-RORgamma UAS-luciferase reporter, 20 h; Potency, µM (series often up to 53.6 µM), inactives show at the top dose activity change, negative = inhibition, actives largely listed as inhibitors; actives 5.4% (n = 310,000); AID 2551, 2010; also: potency is read from the fitted curve at half-maximal effect; % is scaled to controls: 0 for no effect and ±100 for the full control effect; nearly all actives have a fitted effect of over 60% in size
Target sequence (P51450 whole entry, looked up, the tested form may be a part): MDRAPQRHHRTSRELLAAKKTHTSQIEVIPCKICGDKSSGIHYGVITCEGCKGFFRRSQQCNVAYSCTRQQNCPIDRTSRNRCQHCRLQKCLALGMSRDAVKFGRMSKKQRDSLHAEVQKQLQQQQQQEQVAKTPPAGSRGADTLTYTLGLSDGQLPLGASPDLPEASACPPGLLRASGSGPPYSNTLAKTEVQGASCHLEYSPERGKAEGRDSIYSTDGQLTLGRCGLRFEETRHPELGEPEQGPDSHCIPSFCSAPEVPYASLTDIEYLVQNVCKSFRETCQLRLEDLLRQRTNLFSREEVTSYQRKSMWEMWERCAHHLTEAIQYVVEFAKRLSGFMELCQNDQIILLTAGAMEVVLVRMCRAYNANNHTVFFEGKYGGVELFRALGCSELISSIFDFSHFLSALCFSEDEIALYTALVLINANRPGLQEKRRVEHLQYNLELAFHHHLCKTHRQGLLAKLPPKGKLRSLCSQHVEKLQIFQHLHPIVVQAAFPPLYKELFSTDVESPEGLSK
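A Gal4/UAS one-hybrid system in insect cells: metallothionein-promoter Gal4–ROR gamma fusion plus Photinus luciferase reporter. Copper sulfate 700 uM final, 20 hr ambient incubation, luminescent detection after 10 min with reagent.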
ELG1 DNA repair: qHTS screen for small molecules that inhibit ELG1-dependent DNA repair in human embryonic kidney (HEK293T) cells expressing luciferase-tagged ELG1; HEK293T ELG1-luciferase reporter, luminescence, 16 h; DNA damage induced by 5-fluorouridine; actives 2.3% (n = 330,000); Potency, µM (doses to about 46.1 µM), inactives show top-dose activity change, negative = inhibition, hits mostly inhibitors; also: potency is read from the fitted curve at half-maximal effect; % is scaled to controls: 0 for no effect and ±100 for the full control effect; nearly all actives have a fitted effect of over 55% in size
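Reporter activity after DNA damage by 5-fluorouridine is monitored. Compound-treated cells incubate 16 hr at 37 °C, then ONE-Glo is added for 30 min before luminescence reading.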
* hit, by the source's call; i = inactive; ? = inconclusive; / = no result given; [ ] = remark or other dose. Unless noted, calls follow the shape of the dose curve; as a rule, active = well fitted curve in the direction sought with a large enough effect; inconclusive = small, poorly fitted or top-dose-only effect, or another doubt; inactive = no such curve, though single readings can be large; an effect the other way counts as inactive or inconclusive.

SMILES	TRPV1 ag	FLuc counter	ELG1 genotoxic	VP16 counter	p53 reactivator	Rab9 promoter act	NPC1 promoter act	BRCA1 expr act	Tb PFK inh	RORgamma inh	ELG1 DNA repair
CCc1ccc2nc(NC(=O)c3cc(C)on3)sc2c1	?	6µM*	14%	?	9%	?	-5%	6%	6%	5.6µM*	?
COc1ccc(CCNC(=O)c2ccc(CN3CCOCC3)cc2)cc1	-13	?	1%	-11%	-4%	-3%	12%	5%	-3%	0%	-11%
COC(=O)Cn1c(=NC(=O)CSCC(=O)Nc2cc(C)on2)sc2ccccc21	4	-2%	2%	-1%	3%	-3%	-4%	4%	0%	-36%	-7%
CN(c1ccccc1)S(=O)(=O)c1ccc2c(c1)OCCO2	/	/	-2%	/	9%	/	/	12%	16%	/	-10%
CN(C)c1ncc(C(=O)O)cn1	0	7%	10%	4%	0%	4%	2%	3%	-1%	-10%	4%
COC(=O)c1cnc(SCc2ccc([N+](=O)[O-])cc2)n1C	10	-1%	3%	19%	1%	0%	0%	40%	-2%	8%	12%
COC(=O)Cn1c(O)c(N=NC(=O)CNC(=O)c2ccc3c(c2)OCCO3)c2ccccc21	-8	-2%	0%[9.26 µM]	-9%	-6%	0%	1%	8%	3%	-12%	22%
COc1cccc(OC)c1C(=O)NC(=S)NCc1ccco1	-1	-4%	0%	?	0%	-1%	1%	8%	-5%	3.5µM*	14%
Cc1ccnc(NC(=O)CS(=O)(=O)Cc2ccccc2)c1	1	-3%	4%	13%	1%	-3%	9%	-10%	2%	35%	14%
CCC(=O)Oc1oc(-c2ccccc2)nc1C=Nc1ccc(C)cc1	2	-2%	0%	-2%	8%	2%	-1%	-23%	-4%	45%	?

Ordered by molecular weight (ascending): part of the list above
SMILES	TRPV1 ag	FLuc counter	ELG1 genotoxic	VP16 counter	p53 reactivator	Rab9 promoter act	NPC1 promoter act	BRCA1 expr act	Tb PFK inh	RORgamma inh	ELG1 DNA repair
Cc1ccnc(NC(=O)CS(=O)(=O)Cc2ccccc2)c1	1	-3%	4%	13%	1%	-3%	9%	-10%	2%	35%	14%
CN(c1ccccc1)S(=O)(=O)c1ccc2c(c1)OCCO2	/	/	-2%	/	9%	/	/	12%	16%	/	-10%
COc1cccc(OC)c1C(=O)NC(=S)NCc1ccco1	-1	-4%	0%	?	0%	-1%	1%	8%	-5%	3.5µM*	14%
COC(=O)Cn1c(O)c(N=NC(=O)CNC(=O)c2ccc3c(c2)OCCO3)c2ccccc21	-8	-2%	0%[9.26 µM]	-9%	-6%	0%	1%	8%	3%	-12%	22%

(list continues)
SMILES	TRPV1 ag	FLuc counter	ELG1 genotoxic	VP16 counter	p53 reactivator	Rab9 promoter act	NPC1 promoter act	BRCA1 expr act	Tb PFK inh	RORgamma inh	ELG1 DNA repair
COc1ccc(/C=N/n2c(-c3n[nH]c4c3CCC4)n[nH]c2=S)c(OC)c1OC	-1	-2%	11%	-14%	-1%	-5%	1%	-5%	-22%	-41%	-6%
COCCNC(=O)CS(=O)Cc1nc(-c2ccc(Cl)cc2)oc1C (centres undefined)	/	-4%	-1%	-5%	-2%	0%	1%	-21%	2%	-28%	-3%
Cc1ccc(S(=O)(=O)CCC(=O)OCC(=O)c2c[nH]c3ccccc23)cc1	1	-4%	1%	-4%	12%	-2%	0%	-17%	-2%	20%	-7%
N/C(=N\OC(=O)CCC1CCCCC1)c1cccc([N+](=O)[O-])c1	?	11µM*	2%	11%	-1%	9%	9%	55%	2%	20%	?
CC(=O)CC(=O)Nc1ccc(Nc2ccccc2)cc1	2	?	5%	23%	-1%	-1%	-1%	17%	-3%	40%	12%
CCOC(=O)c1c(CC(C)C)csc1NC(=O)C(C)C	?	3%	1%	3%	-4%	4%	2%	-36%	6%[0.46 µM]	20%	14%
COc1cc(S(=O)(=O)N2CCOCC2)ccc1NC(=O)COC(=O)c1cc(OC)c(OC)c(OC)c1	/	/	0%	/	-4%	/	/	-8%	0%	/	?
COc1ccc(OC)c(NC(=O)COC(=O)C2CCN(C(=O)c3ccc(Cl)cc3)CC2)c1	4	3%	1%	2%	-4%	-10%	-4%	-7%	2%	26%	16%
O=C1C2=C(C(=O)c3ccccc31)C1O[C@](c3ccsc3)(Cc3ccccc31)O2	i	1%[11.5 µM]	/	1%[10 µM]	/	-5%[1.84 µM]	-7%[1.84 µM]	/	0%[11.5 µM]	21%[10 µM]	/
O=C(/C=C/c1ccc(OC(F)F)cc1)Nc1cccc(S(=O)(=O)N2CCOCC2)c1	9	4.8µM*	-28%	?	8%	2%	15%	1%	-2%	?	23µM*
Nn1c(COc2ccccc2F)nnc1SCC(=O)NC1CCCCC1	-5	5%	1%	/	5%	-1%	-5%	2%	-3%	/	14%
CC(C)c1ccc(N(CC(=O)NCc2ccco2)C(=O)CCC(=O)Nc2nccs2)cc1	-5	-3%	0%	2%	0%	-2%	-2%	19%	-11%	7%	-12%
Cn1c(N)c(N2CCCCC2)c(=O)n(CC(=O)Nc2ccc(Cl)c(Cl)c2)c1=O	2	-2%	0%	10%	-2%	-2%	-1%	-43%	1%	9%	-5%
Cc1ccc(S(=O)(=O)N2CCC(C(=O)Nc3ccccc3N3CCCCC3)CC2)cc1C	18	9%	-2%	/	-5%	-1%	-2%	-10%	0%	/	-2%
C(=C\c1ccccc1)/C=N/Nc1nncc(-c2ccccc2)n1	1	3%	0%	3.2µM*	11%	-5%	-2%	/	20%	2.2µM*	10%
CC(C)CCN1NC2(CCCC(C)C2)NC1=S (centres undefined)	-7	-3%	0%	-30%	-2%	1%	-3%	3%	-4%	7.1µM*	13%
OCc1ccccc1OCCOc1ccc(Cl)c2cccnc12	7	19µM*	?	12%	14%	25%	27%	1%	5%	?	?
N#CC1=C2SCN(Cc3ccco3)CN2C(=O)CC1c1ccccc1F (centres undefined)	0	-11%	3%	5%	8%	1%	0%	0%	-8%	-4%	1%
O=C1c2ccccc2S(=O)(=O)N1Cc1cccc(S(=O)(=O)N2CCOCC2)c1	2	0%	-9%	4%	-3%	-7%	5%	28%	2%	-1%	-24%
O=C(CCC1CCN(C(=O)Cc2c(F)cccc2F)CC1)NC1CC1	5	-2%	-2%	-12%	5%	0%	1%	18%	-6%	-3%	1%
CCOC(=O)c1sc(=S)n(C)c1C	-2	0%	5%	0%	-1%	14%	4%	5%	-3%	5%	16%
Cn1nc(C(=O)Nc2ccccc2N2CCOCC2)ccc1=O	-1	2%	0%	/	5%	-4%	-2%	-24%	-6%	/	12%
CC(=O)Nc1ccc(NC(=O)CN(c2ccc([N+](=O)[O-])cc2)S(=O)(=O)c2ccccc2)cc1	-2	-14%	3%	5%	-4%	10%	-5%	-3%	-1%	6%	4%
CC1CCCC(C(=O)OCc2ccccc2)N1 (centres undefined)	-1	2%	1%	-14%	0%	-2%	-1%	0%	-6%	-21%	?
Cn1cc(C(=O)Nc2ccccn2)c(=O)c2ccccc21	1	15µM*	?	4%	16%	?	?	1%	-5%	27%	?
O=C1CS/C(=N/N=C2C3CC4CC(C3)CC2C4)N1	2	0%	0%	3.2µM*	-2%	0%	0%	-19%	-1%	4.5µM*	14%
COc1ccc(C(=O)NCC(=O)NCC(=O)OCC(=O)c2cccs2)cc1	4	-13%	0%	-12%	6%	-4%	-1%	9%	-1%	2%	5%
CCCS(=O)(=O)N1CCN(Cc2c[nH]c3ccccc23)CC1	1	1%	-2%	-23%	-4%	0%	-3%	-17%	-1%	-11%	0%

No enrichment for hits. Share with any hit: about 15%.
